# Screens from PubChem BioAssay.
# hIAP activ: human IAP activators, primary screen, biochemical, luminescence, uHTS; AID 2524, 2010; 0.16% of 330,000 active; purified human IAP, CDP-Star luminescence, 30 min; hits give high values; 1 = vehicle-only enzyme, 0 = enzyme-free background; activation factor at 10 µM; Intestinal-type alkaline phosphatase (Homo sapiens), P09923;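 active = activation factor of the enzyme at least 2-fold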; also: the source names both 10 and 20 µM as test concentration; values of inactives mirror those of a sister screen read the other way
# Target sequence (P09923 whole entry, looked up): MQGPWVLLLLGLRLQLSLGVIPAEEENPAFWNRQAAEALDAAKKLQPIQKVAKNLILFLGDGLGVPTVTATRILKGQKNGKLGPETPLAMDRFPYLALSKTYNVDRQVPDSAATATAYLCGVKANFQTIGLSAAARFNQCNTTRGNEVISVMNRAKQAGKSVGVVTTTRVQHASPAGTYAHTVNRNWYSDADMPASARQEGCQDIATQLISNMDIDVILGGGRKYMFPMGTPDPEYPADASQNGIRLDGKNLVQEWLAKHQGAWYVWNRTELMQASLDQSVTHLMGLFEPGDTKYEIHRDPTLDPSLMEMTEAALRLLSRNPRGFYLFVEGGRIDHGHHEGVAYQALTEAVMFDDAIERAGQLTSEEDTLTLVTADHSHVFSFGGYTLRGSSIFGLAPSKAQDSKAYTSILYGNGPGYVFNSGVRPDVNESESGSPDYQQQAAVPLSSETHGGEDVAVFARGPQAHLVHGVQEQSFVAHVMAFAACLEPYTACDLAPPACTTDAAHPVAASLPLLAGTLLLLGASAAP
# A3A deaminase: APOBEC3A ssDNA deaminase inhibitors, primary screen, selectivity assay for APOBEC3G inhibitor project, biochemical, FAM/TAMRA oligo cleavage fluorescence; 0.41% of 330,000 active; recombinant A3A, FAM/TAMRA ssDNA deamination fluorescence; DNA dC->dU-editing enzyme APOBEC-3A (Homo sapiens), P31941; AID 493011, 2011; inhibition, % at 20 µM;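 active = at least 40% inhibition at 20 µM here, with at most 30% in a related deaminase screen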;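 also: plate controls were A3A with DMSO for no effect and wells lacking A3A enzyme for full effect; some results filed as inactive read as strong as hits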
# Target sequence (P31941 whole entry, looked up): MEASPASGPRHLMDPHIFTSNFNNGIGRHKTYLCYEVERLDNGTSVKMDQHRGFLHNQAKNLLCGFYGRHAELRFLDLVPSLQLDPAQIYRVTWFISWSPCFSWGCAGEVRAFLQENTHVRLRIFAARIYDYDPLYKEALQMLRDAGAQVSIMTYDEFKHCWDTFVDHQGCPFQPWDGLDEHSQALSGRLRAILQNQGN
# ATG4B inhibitor: ATG4B protease inhibitors, primary screen, biochemical, fluorescence, uHTS. Cysteine protease ATG4B (Homo sapiens), Q9Y4P1. ATG4B cleavage of LC3-PLA2, NBD-HPC fluorescence, 1 h. inhibition, % at 8.33 µM. 0.51% of 340,000 active; in the data active = inhibition above about 40%
# hIAP block: human IAP inhibitors, primary screen, biochemical, luminescence, uHTS. Intestinal-type alkaline phosphatase (Homo sapiens), P09923. purified IAP, CDP-Star luminescence, 30 min. inhibition, % at 10 µM. 0.12% of 330,000 active. AID 2544, 2010;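 active = inhibition reaching a set limit with compound at 10 µM in the primary screen, cut at about 35% in these data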;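 also: plate controls were DMSO wells with enzyme for no effect and no-enzyme buffer wells for full effect; values of inactives mirror those of a sister screen read the other way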
# HKDC1 inhibitor: HKDC1 hexokinase inhibitors, primary screen, biochemical, fluorescence, uHTS; AID 493160, 2011; Q2TB90; 0.16% of 340,000 active; inhibition, % at 20 µM; recombinant HKDC1, G6PDH/diaphorase resazurin coupled fluorescence;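 active = inhibition above about 35% when tested at 20 µM, limit read from the data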;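 also: plate controls were DMSO wells with enzyme for no effect and DMSO wells lacking enzyme for full effect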
#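 test system = in-house recombinant HK5 (HKDC1) enzyme | amount = HKDC1 at 5 µg/mL | control set = DMSO-enzyme wells negative, buffer-substituted wells positive | compound = one dose of 20 µM, 1% DMSO | schedule = reaction time 90 min, room temperature, protected from light | technique = resorufin fluorescence at 613 nm | reagent = glucose with 1 mM ATP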
# PfG6PD inh: PfG6PD enzyme inhibitors, primary screen, biochemical, fluorescence intensity, uHTS; glucose-6-phosphate dehydrogenase-6-phosphogluconolactonase (Plasmodium falciparum 3D7); PfGluPho enzyme, NADPH resazurin-diaphorase fluorescence; inhibition, % at 20 µM; 0.78% of 350,000 active; AID 504690, 2011;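 active = inhibition reaching at least a set limit at 20 µM in the primary screen, cut at about 59% in these data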;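 also: 0% = DMSO wells with substrate and 100% = DMSO wells lacking glucose-6-phosphate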
# mIAP act: activators of mouse IAP, primary screen, biochemical, luminescence, uHTS | AID 2805, 2010 | activation factor at 10 µM | muIAP, CDP-Star luminescence, 30 min; hits give high values; 1 = vehicle-only enzyme signal, 0 = enzyme-free wells | intestinal alkaline phosphatase [Mus musculus] | 0.24% of 330,000 active;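 active = activation factor of at least 2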; also: the source names both 10 and 20 µM as test concentration; values of inactives mirror those of a sister screen read the other way
#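 Assay system: mouse IAP enzyme; Reagent: CDP-Star chemiluminescent phosphatase substrate; Compound: DMSO-dissolved test compounds; Incubation: 30 min, room temperature; Technique: luminescence from enzymatic CDP-Star hydrolysis; Controls: DMSO-only wells and no-enzyme negative control.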
# mIAP block: inhibitors of mouse IAP, primary screen, biochemical, luminescence, uHTS. purified mouse IAP, CDP-Star luminescence, 30 min. inhibition, % at 10 µM. 0.2% of 330,000 active. AID 2806, 2010;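 active = inhibition of at least 40% at 10 µM in the primary screen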;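 also: plate controls were DMSO with enzyme for no effect and no enzyme wells for full effect; values of inactives mirror those of a sister screen read the other way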
# The depositor's hits bear a star; x = not tested or not shown. Compounds were not picked by outcome. About 2.4% of those tested had a hit in this group.
SMILES,hIAP activ,A3A deaminase,ATG4B inhibitor,hIAP block,HKDC1 inhibitor,PfG6PD inh,mIAP act,mIAP block
CC(CC(=O)NCc1cccnc1)c1ccccc1 (stereo not given),1.2,1,-2,-22,-9,-20,1,-4
COc1cc(/C=C2/SC(=S)N(c3ccccc3)C2=O)ccc1Oc1nc(N2CCOCC2)nc(N2CCOCC2)n1,1.1,0,-6,-10,0,6,0.93,7
Cc1cc2nc(CCN(C(=S)NCC3CCCO3)C3CCCC3)[nH]c2cc1C (stereo not given),1.2,-4,-2,-20,-9,17,1.4,-45
CCC(C)Nc1cc(C)c(C#N)c2nc3ccccc3n12 (stereo not given),1.1,-1,-3,-14,3,-22,1,0
Cc1ccc(NC(=O)CN(C)C(=O)c2cc3ccccc3o2)cc1,0.97,-1,-12,3,-13,17,0.94,6
O=C(O)C1CCN1C1CCCCC1 (stereo not given),1.1,3,11,-11,-6,-6,1.1,-8
CNC(=O)Nc1cc(C(C)(C)C)no1,0.99,1,-2,1,-3,-23,1,-3
NC(=O)c1c(NC(=O)c2ccccc2Cl)sc2c1CCC2,1.1,-3,-2,-6,5,23,1,-5
O=C(Cc1cccc([N+](=O)[O-])c1)Nc1cccc(C(=O)N2CCCCC2)c1,0.94,-2,2,6,0,4,0.92,8
CN(C)S(=O)(=O)c1ccc(C(=O)NCc2ccccc2)cc1,1,1,-8,-4,-9,9,1,-2
COc1ccc(Cl)cc1NC(=O)CN(C)C(=O)CSc1ccc2c(c1)OCCO2,1.1,2,-50,-7,-4,20,1.1,-12
CCc1cc(C(=O)NNC(=S)Nc2cc(C)ccc2C)cs1,1.6,-2,-2,-61,-14,-11,0.78,22
CC(C)Oc1ccc(N2CC(C(=O)Nc3ccccc3C(=O)NC3CC3)CC2=O)cc1 (stereo not given),1.1,-1,3,-14,1,-10,1,0
CSc1ccccc1NC(=O)c1ccncc1,0.96,6,4,4,-7,0,0.99,0
O=C(NCc1ccccc1Cl)c1cc([N+](=O)[O-])ccc1Cl,1.1,3,5,-12,16,-21,0.93,7
Cc1cc(Nc2ccc(O)cc2)n2c(nc3ccccc32)c1C#N,0.99,-2,6,1,-1,1,0.83,17
COc1ccccc1OCCNC(=O)c1ccc2c(c1)OCCO2,1.1,-3,6,-5,-4,2,0.91,9
COC(=O)c1sccc1-c1ccc(C(=O)Nc2cccc(Cl)c2)o1,1.1,-2,-8,-15,0,7,0.97,3
O=C(Nc1ccc2c(c1)nc1n2CCN(C2CCCCC2)C1)NC1CCCCC1,1.2,-6,x,-22,x,x,0.97,2
COC(=O)c1ccc(-n2c(CCC(=O)O)ccc2-c2ccc(C)cc2)cc1,0.97,-5,7,3,4,-36,0.97,3
CN(CC(=O)Nc1sccc1C#N)Cc1ccccc1,0.88,2,10,12,-5,-5,0.93,7
O=c1[nH]cc(COCC(F)CCl)c(=O)[nH]1 (stereo not given),0.99,-2,-6,1,-7,-9,0.94,6
Cc1cccn2cc(CNS(=O)(=O)c3cccc(F)c3)nc12,1.4,-1,-2,-44,-8,-11,0.97,3
c1ccc2c(-c3nnc4n3CCCCC4)c[nH]c2c1,1,-1,1,-3,7,-17,1,-4
O=C(C1COc2ccccc2O1)N1CCN(S(=O)(=O)c2cc(F)ccc2F)CC1 (stereo not given),0.9,-1,4,10,-2,-7,0.89,11

# Structural class, the entries above containing a Cl atom (5)
SMILES,hIAP activ,A3A deaminase,ATG4B inhibitor,hIAP block,HKDC1 inhibitor,PfG6PD inh,mIAP act,mIAP block
NC(=O)c1c(NC(=O)c2ccccc2Cl)sc2c1CCC2,1.1,-3,-2,-6,5,23,1,-5
COc1ccc(Cl)cc1NC(=O)CN(C)C(=O)CSc1ccc2c(c1)OCCO2,1.1,2,-50,-7,-4,20,1.1,-12
O=C(NCc1ccccc1Cl)c1cc([N+](=O)[O-])ccc1Cl,1.1,3,5,-12,16,-21,0.93,7
COC(=O)c1sccc1-c1ccc(C(=O)Nc2cccc(Cl)c2)o1,1.1,-2,-8,-15,0,7,0.97,3
O=c1[nH]cc(COCC(F)CCl)c(=O)[nH]1 (stereo not given),0.99,-2,-6,1,-7,-9,0.94,6

# Part of the list above, reduced to hIAP activ, mIAP act and ATG4B inhibitor.
canonical_smiles | hIAP activ | mIAP act | ATG4B inhibitor
CNC(=O)Nc1cc(C(C)(C)C)no1 | 0.99 | 1 | -2
NC(=O)c1c(NC(=O)c2ccccc2Cl)sc2c1CCC2 | 1.1 | 1 | -2
O=C(Cc1cccc([N+](=O)[O-])c1)Nc1cccc(C(=O)N2CCCCC2)c1 | 0.94 | 0.92 | 2
CN(C)S(=O)(=O)c1ccc(C(=O)NCc2ccccc2)cc1 | 1 | 1 | -8

# Next part:
SMILES,hIAP activ,A3A deaminase,ATG4B inhibitor,hIAP block,HKDC1 inhibitor,PfG6PD inh,mIAP act,mIAP block
Cc1noc(C)c1C(=O)N1CCC(Cc2ccccc2)CC1,0.78,-1,-2,22,5,1,0.96,4
NC1(C#Cc2ccc3oc(=O)c(-n4cc(-c5ccsc5)nn4)cc3c2)CCCCC1,1.1,1,-7,-8,7,-4,0.97,3
COc1ccc(N(CC(=O)Nc2ccccc2OC)S(=O)(=O)c2ccc(NC(C)=O)cc2)cc1,1.1,4,-16,-9,-4,-5,1.1,-13
C#CCNC(=O)C1=C[C@H](c2ccc(Br)cc2)[C@@H](CCCO)[C@H](OCC)O1,1.1,-2,-4,-8,-1,-3,1.1,-6
Cc1ccc(CNC(=O)COc2ccc(S(=O)(=O)N3CCOCC3)cc2)cc1,1,0,-2,-2,-13,1,0.94,6
Cc1ccc(CSc2nnc(SCC(=O)N/N=C/C=C/c3ccccc3[N+](=O)[O-])s2)cc1,1.3,-1,5,-27,-14,8,0.83,17
Clc1cccc(-c2nn3c(Cn4cnc5ccccc54)nnc3s2)c1,0.84,16,-7,16,4,62*,0.91,9
CCN(CCNC(=O)c1cccc(N2CCCC2=O)c1)c1ccccc1,0.97,0,-12,3,1,-5,0.99,1
N#CC(C(=O)NCCc1ccccc1)c1nc2ccccc2nc1N1CCOCC1 (stereo not given),0.82,-2,-5,18,3,4,0.9,10
CC(C)Oc1snc(Cl)c1C(N)=O,0.98,0,6,2,-6,-2,0.88,12
COc1ccc(Nc2nc(N)nc(CSC(=S)N3CCN(c4ccccc4)CC3)n2)cc1,1.1,-7,3,-7,0,10,0.84,16
CS(=O)(=O)c1ccc(C(=O)N(CCc2ccccc2)Cc2ccccc2)cc1,1.2,3,-2,-17,-6,-4,0.91,9
CNS(=O)(=O)c1cccc(C(=O)OCCCOC(=O)c2cccc(S(=O)(=O)NC)c2)c1,1.1,7,-9,-6,-2,11,0.95,5
CSc1n[nH]c(/N=C/c2oc(O)c3ccccc23)n1,1.1,0,4,-13,-1,-10,0.87,13
Cc1ccc(C2C(C#N)=C(N)N(c3cccnc3)C3=C2C(=O)CCC3)c(C)c1 (stereo not given),0.92,-5,-1,8,4,4,1.1,-5
CCn1c(SC)nc2c(c1=O)SC(C)C2 (stereo not given),1.1,-1,-2,-15,4,-11,1.1,-7
Cc1ccc(NC2CCCN(C(=O)CN3C(=O)c4ccccc4C3=O)C2)cc1C (stereo not given),1.2,-2,-6,-23,2,8,0.96,4
CN(C)c1nc(C(=O)OCCO)nc(N(C)C)n1,0.9,1,8,10,9,-1,1.1,-5
CC(C)NC(=O)N(C)C[C@H]1Oc2c(NC(=O)Cc3ccccc3)cccc2C(=O)N([C@H](C)CO)C[C@@H]1C,1.1,0,0,-7,1,-16,1,-3
CCCCCCCC[n+]1c(C)n(-c2ccccc2)c2ccc(NC(C)=O)cc21,1.2,42*,-1,-16,1,4,1.2,-17
O=C(CC1C(=O)NCCN1CC1CCCCC1)NCc1cc(F)ccc1F (stereo not given),1.2,1,-8,-16,-12,8,1.1,-6
CC(=O)Nc1ccc(/C=C2\CCc3ccccc3C2=O)cc1,1.1,-1,0,-6,12,-8,0.9,10
O=C(c1ccccc1-n1cccc1)N1N=C(C(F)F)CC1(O)C(F)F (stereo not given),1.1,-2,6,-9,-10,21,1.2,-18
COc1ccc(OC)c(CN2CCCC(CO)C2)c1 (stereo not given),1.1,2,-18,-5,9,-2,0.95,5
Cc1oc2cc(O)ccc2c(=O)c1N1C(=O)c2ccccc2C1=O,0.89,-1,-7,11,-2,-10,0.93,7
COc1ccc(NC(=O)c2ccc(CNS(=O)(=O)c3cccc(OC)c3)cc2)cc1,1.3,-1,-14,-32,0,7,1,-2
CCn1cc(CN2CCCC(C(=O)Nc3ccc(-c4cscn4)cc3)C2)c(C)n1 (stereo not given),0.87,0,-8,13,-8,1,0.98,2

# Part of the list above, with values ahead of the structure.
hIAP activ | A3A deaminase | ATG4B inhibitor | hIAP block | HKDC1 inhibitor | PfG6PD inh | mIAP act | mIAP block | Molecule
1.1 | 3 | 5 | -12 | 16 | -21 | 0.93 | 7 | O=C(NCc1ccccc1Cl)c1cc([N+](=O)[O-])ccc1Cl
0.99 | -2 | 6 | 1 | -1 | 1 | 0.83 | 17 | Cc1cc(Nc2ccc(O)cc2)n2c(nc3ccccc32)c1C#N
1.1 | -3 | 6 | -5 | -4 | 2 | 0.91 | 9 | COc1ccccc1OCCNC(=O)c1ccc2c(c1)OCCO2
